Assay outcomes deposited in PubChem by several laboratories.
E-sel TNF inh – E-selectin induction blockers in HUVEC – imaging, immunofluorescence, high content, primary screen; HUVEC TNFa-induced E-selectin immunofluorescence; inhibition, % at 2 µM; hit rate 0.71% among 120,000;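 active = inhibition above the batch mean plus 3 SD, and confirmed as a hit on visual image review, cut at about 43% in these data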;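 also: 0% = TNF-stimulated DMSO wells and 100% = unstimulated control wells; not every result past the cut was called active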
NPY Y2 blocker – NPY-Y2 receptor antagonists, primary screen, cell-based. NPY-Y2 expressing cells, antagonist mode. inhibition, % at 2.7 µM. hit rate 0.99% among 140,000. AID 793, 2007; in the data active = inhibition above about 17%;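 also: 0% = vehicle with agonist challenge and 100% = reference antagonist with challenge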
Target sequence (P49146 whole entry, looked up): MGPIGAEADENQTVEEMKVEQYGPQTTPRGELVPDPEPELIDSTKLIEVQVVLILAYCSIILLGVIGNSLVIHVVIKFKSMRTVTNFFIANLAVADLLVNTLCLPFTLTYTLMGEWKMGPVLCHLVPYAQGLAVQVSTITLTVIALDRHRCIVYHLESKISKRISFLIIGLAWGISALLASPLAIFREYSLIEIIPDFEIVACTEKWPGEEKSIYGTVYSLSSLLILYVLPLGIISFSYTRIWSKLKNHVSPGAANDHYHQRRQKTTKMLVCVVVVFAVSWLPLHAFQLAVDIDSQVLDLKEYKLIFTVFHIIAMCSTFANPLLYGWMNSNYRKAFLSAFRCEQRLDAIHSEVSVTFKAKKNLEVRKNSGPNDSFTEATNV
MRP-1 activ – H69AR viability gain despite doxorubicin, primary screen, MRP-1 activator project, H69AR cells, CellTiter-Glo; hit rate 0.61% among 140,000; viability rescue; viability increase, % at 10 µM; AID 799, 2007;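 active = viability gain under doxorubicin at or above a set limit, the compound median plus 3 SD, cut at about 4.7% in these data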;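 also: MRP-1 overexpressing cells given doxorubicin 25 µM after compound pretreatment; 18-22 h compound pretreatment then 72 h with doxorubicin before readout; 0% = doxorubicin-only wells and 100% = vehicle-treated cells without doxorubicin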
PTEN del growth – growth suppression of PTEN-null HCT116, primary screen, cell-based, CellTiter-Glo | HCT116 PTEN-null viability, 60 h; hits give low values | viability, % at 10 µM | hit rate 1.2% among 140,000 | AID 827, 2007;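 active = viability at or below a set limit, 4 SD under the median of all tested compounds, cut at about 3.7% in these data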;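 also: PTEN knockout HCT116 line with beta catenin targeted HCT116 as companion control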
GALR2 antag – GALR2 antagonists in receptor-expressing cells, primary screen; Galanin receptor type 2 (Homo sapiens), O43603; antagonist mode; inhibition, % at 4 µM; hit rate 0.39% among 140,000; AID 828, 2007; in the data active = inhibition above about 27%;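 also: cells stimulated with galanin 1-16 at roughly its EC80; 0% = agonist challenge control and 100% = basal control without agonist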
Target sequence (O43603 whole entry, looked up): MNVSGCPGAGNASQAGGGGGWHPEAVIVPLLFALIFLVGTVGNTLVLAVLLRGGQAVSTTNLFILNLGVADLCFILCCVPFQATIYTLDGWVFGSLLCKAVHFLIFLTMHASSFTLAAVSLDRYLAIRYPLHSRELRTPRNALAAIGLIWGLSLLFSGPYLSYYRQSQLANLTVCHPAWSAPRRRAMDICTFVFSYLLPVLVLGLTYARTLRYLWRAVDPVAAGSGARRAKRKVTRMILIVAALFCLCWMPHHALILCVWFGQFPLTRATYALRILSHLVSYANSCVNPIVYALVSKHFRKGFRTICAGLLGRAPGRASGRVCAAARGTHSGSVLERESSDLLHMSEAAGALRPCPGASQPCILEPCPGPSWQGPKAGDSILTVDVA
bCat KO growth – primary screen for growth suppressors in beta-catenin knockout HCT116 cells (colon tumor, human); hit rate 1.5% among 140,000; viability, % at 10 µM; AID 818, 2007; HCT116 beta-catenin knockout viability, CellTiter-Glo, 60 h; hits give low values;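 active = viability at or under a set limit, the compound median less 4 SD, cut at about 6% in these data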;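 also: 0% = Hyamine 1622 control at 20 µM and 100% = untreated cell control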
Phagocyt inh – inhibitors of macrophage phagocytosis, primary screen, imaging, J774A.1 cells, IgG beads; inhibition, % at 5 µM; J774A.1 macrophage IgG-bead phagocytosis; hit rate 0.07% among 110,000;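 active = inhibition above the mean of the plate negative controls plus 5 SD, cut at about 13% in these data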;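 also: phagocytic index as fraction of beads internalized from green versus red external bead signal; plate controls were DMSO negative control for no effect and cytochalasin-D positive control for full effect; some results beyond the cut were filed as inactive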
Yeast life ext – compounds extending yeast replicative lifespan, primary screen, S. cerevisiae, OD615 | S. cerevisiae growth with nicotinamide; deaD strain in restrictive glucose medium | inhibition of the nicotinamide effect, % at 10 µM | hit rate 0.68% among 130,000;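 active = inhibition above a set limit, placed 3 SD over the median of all compounds, cut at about 26% in these data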;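 also: 0% = nicotinamide-treated wells and 100% = cells grown without nicotinamide; some compounds called inactive have numbers as strong as hits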
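System: DeaD-strain S. cerevisiae / Buffer or medium: CSMM-D, restrictive glucose (dextrose) synthetic minimal medium / Probe or stimulus: nicotinamide, 1.5 mM, co-present with compound / Compound: one concentration, 10 µM, DMSO 0.25% / Incubation: 48 h compound exposure at 30 °C, humidified / Technique: optical density (absorbance) at 615 nm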
Measles CPE – compounds protecting cells from measles virus cytopathic effect, primary screen, measles RdRp inhibitor project, single point, MLSMR library, absorbance; Measles virus-infected cells, CPE protection; protection (pct of control), % at 4 µM; hit rate 1.5% among 140,000; in the data active = protection mostly above about 24%, no sharp cut-off; inactive = mostly below about 26%; also: some compounds called inactive have numbers as strong as hits
Yeast growth inh – growth inhibitors of yeast BB579 in restrictive medium, primary screen, yeast lifespan-shortening project, S. cerevisiae. OD615, 48 h. inhibition, % at 10 µM. hit rate 0.51% among 140,000;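 active = inhibition above a set limit, 3 SD over the mean compound inhibition, cut at about 44% in these data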; also: inactives centre near -24
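controls = amphotericin B 10 µg/mL, positive | assay system = DeaD yeast strain BB579 | schedule = 48 h compound exposure at 30 °C after 4 h preincubation | detection = OD615 turbidity measurement | medium = restrictive CSMM-D medium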
An asterisk follows results filed as active; . = no result given.

SMILES	E-sel TNF inh	NPY Y2 blocker	MRP-1 activ	PTEN del growth	GALR2 antag	bCat KO growth	Phagocyt inh	Yeast life ext	Measles CPE	Yeast growth inh
COc1ccccc1-c1cc(C(=O)Nc2cc(C)nn2-c2ccccc2)no1	-8	11	-2.4	26	-19	36	-1	-10	17	-5
Oc1cccc2ccc[n+](CC(O)Cn3c4ccccc4c4ccccc43)c12 (centres undefined)	-17	4	-2.1	67	-2	62	-1	-1	15	-18
O=C(COC(=O)c1ccccc1C(=O)c1ccc(Cl)cc1)NCc1ccccc1	41	7	-1.0	81	3	92	-1	2	7	-32
COc1ccc(C(=O)NCC(c2ccc(F)cc2)N2CCOCC2)cc1S(=O)(=O)N1CCCC1 (centres undefined)	-26	1	0.6	105	-2	102	.	-8	8	-26
CC(=O)c1c(N2CCN(Cc3ccccc3)CC2)nc(=S)n(Cc2ccccc2)c1C	0	-1	-1.0	99	7	101	-5	2	9	-17
Cc1ccc(C(=O)Nc2cccc(C(=O)NCc3ccccc3)c2)o1	3	6	-3.0	96	9	111	0	-20	3	-37
COc1ccc(Nc2nnc(-c3ccc(N4CCOCC4)c([N+](=O)[O-])c3)c3ccccc23)cc1	-28	0	-0.6	52	0	41	.	-1	9	-18
CC(C)CC(c1nnnn1CC1CCCO1)N1CCN(c2cccc(Cl)c2)CC1 (centres undefined)	.	10	0.0	72	2	75	.	3	4	-37
CCOc1cc(C(=O)NC(C)CC)cc(OCC)c1OCC (centres undefined)	10	1	-0.7	109	8	101	8	-3	18	-31
Cc1cccc(C)c1OCC(O)Cn1c2ccccc2c2ccccc21 (centres undefined)	-5	-3	-5.2	73	-7	77	-5	-5	25	-34
O=C(COC(=O)CCCSc1nc2ccccc2[nH]1)Nc1ccc(Cl)cc1	.	1	1.5	96	-5	99	.	-1	3	-8
COc1ccc(/C=N/NC(=O)c2ccncc2)cc1CSc1nc2ccccc2s1	-14	4	-3.8	24	4	24	-15	-1	5	-39
COCCn1c(C)nc2oc3ccc(Br)cc3c(=O)c2c1=O	.	-1	-1.1	96	2	110	-1	10	35	0
O=C(NC1=NC2CCCCC2N1)c1ccccc1 (centres undefined)	-1	-3	-1.3	97	0	85	0	-7	6	-24
O=C(OCc1ccc2c(c1)OCO2)c1ccc(S(=O)(=O)N2CCCCC2)cc1	-1	1	0.2	112	8	99	0	-6	26	-61
COc1ccc(NC(=O)Cn2c(=O)n(-c3ccc(OC)cc3OC)c(=O)c3c(C)c(C)sc32)cc1	.	-2	0.9	90	7	88	-7	1	8	-16
Cc1ccc(-c2nnc(SCC(=O)Nc3cccc(C(=O)N4CCOCC4)c3)n2C)cc1	10	-1	-0.9	105	5	95	0	3	7	14
CC(CC(=O)N1CCN(c2ccccc2)CC1)c1ccccc1 (centres undefined)	4	3	-1.9	85	3	82	-3	-11	6	-39
Cc1ccc(Oc2ncc(CN3CCOCC3)s2)cc1	-13	0	-0.3	103	1	108	.	-9	15	-38
O=C(NN=C1CCC(c2ccccc2)CC1)c1cc2c(s1)CCCC2 (centres undefined)	.	0	-1.0	95	-4	91	-10	-1	15	-1
CN(C)/C=C(/C(=O)c1ccc(Cl)cc1Cl)S(=O)(=O)c1ccc(Cl)cc1	3	4	0.8	97	-6	89	0	69*	16	-49
NS(=O)(=O)c1ccc(Cc2ncc(C(F)(F)F)cc2Cl)s1	-36	-2	-0.3	89	-13	88	.	1	3	-31
COc1ccccc1CNC(=O)[C@@H]1CCCN1C(=O)C1CCN(S(=O)(=O)c2ccc(C)cc2)CC1	-14	2	-1.0	101	3	108	0	0	6	-20
c1ccc(COc2ccc(OCCOCCn3cncn3)cc2)cc1	.	1	-0.5	91	-4	91	.	-11	13	-34
COC(=O)c1ccc(NC(=O)c2cn(-c3cccc(C)n3)cn2)cc1	.	3	-0.7	84	5	88	0	-13	1	-56

(listing goes on)
SMILES	E-sel TNF inh	NPY Y2 blocker	MRP-1 activ	PTEN del growth	GALR2 antag	bCat KO growth	Phagocyt inh	Yeast life ext	Measles CPE	Yeast growth inh
C=CCn1c(Cc2cccs2)nnc1SCC(=O)Nc1cc(OC)cc(OC)c1	-46	1	-1.5	98	9	82	-1	-6	.	-29
CCOC(=O)c1c(C)c(C(=O)N2CCN(c3cccc(Cl)c3)CC2)c(C)n1C	11	2	-0.3	88	-1	48	-4	10	7	-49
Cn1cc(C=O)c2cc(S(=O)(=O)N3CCOCC3)ccc21	0	1	-1.3	97	-9	91	-2	-6	14	-4
O=C(CC12CC3CC(CC(C3)C1)C2)NCC(=O)N1CCCC1	.	2	-0.9	90	-1	86	1	-15	7	-38
CCOC(=O)c1sc2nc(N3CCOCC3)c3c(c2c1N)CC(C)(C)N(C)C3	-7	0	-2.0	90	7	99	0	-16	4	-47
Cc1cccc(C)c1NC(=O)COn1nnc2ccc(C(F)(F)F)cc21	3	2	-0.8	102	-2	89	-2	-6	2	-36
CCOC(=O)/C=c1\s/c(=C\c2c(OCC)ccc3ccccc23)c(=O)n1CC(=O)NCC1CCCO1 (centres undefined)	7	3	-4.8	64	-10	68	-2	-13	6	-30
COc1ccc(CN2CCn3ncc(C(=O)Nc4ccccc4)c3C2=O)cc1	-23	0	-3.0	87	-9	83	2	-6	3	-28
COCCNC(=S)N/N=C(\C)c1ccccc1O	.	0	-3.5	8	10	4.2*	-3	-3	10	-25
COc1ccc(OCCN2C(=O)NC3(CCc4ccccc4C3)C2=O)cc1 (centres undefined)	-6	6	-1.7	91	5	93	.	-4	5	-4
CCN(CC)CCOC(=O)c1cccc(Br)c1	-7	7	0.2	98	0	101	-1	5	10	-15
COc1ccc(N2C(=O)C(CC(=O)O)S/C2=C\C(C)=O)cc1 (centres undefined)	10	3	-0.9	104	2	95	1	-1	22	-65
COc1ccc(Cc2nnc(SCC(=O)Nc3nc(C)cs3)o2)cc1	6	-2	0.0	108	11	99	2	-11	1	-49
COC(=O)C1CCN(C(=O)COC(=O)CCc2nc3ccccc3c(=O)[nH]2)CC1	0	-1	1.0	101	7	91	-5	7	3	-27
O=c1[nH][nH]c2nc(C(F)(F)F)cc(C(F)(F)F)c12	0	5	0.5	96	12	90	1	1	16	-17
COc1cc(C)ccc1OCCOCCOc1ccccc1[N+](=O)[O-]	.	6	2.8	99	10	96	-5	-4	10	-45
CCOC(=O)c1cc(CC)sc1NC(=O)Cc1ccsc1	-4	0	-2.0	88	-15	94	0	-5	23	-25
CCOc1ccc(OCCCCNCCN)cc1	18	3	0.0	112	-11	96	-1	-5	5	-79
CC(C)(C)OC(=O)C(Cc1ccc(OC(C)(C)C)cc1)NC(=O)CNC(=O)OCc1ccccc1 (centres undefined)	.	0	-2.3	80	-4	76	-9	1	5	-42
COc1ccc(CN(Cc2cc3ccc(C)cc3[nH]c2=O)Cc2nnnn2C2CCCC2)cc1	.	.	-6.3	39	.	60	.	.	2	-11
O=C(Nc1ccccc1-c1nnn(CC(=O)N2CCCc3ccccc32)n1)c1ccc(Cl)cc1	-1	4	-1.0	83	5	95	.	.	20	-49
Cc1ccccc1NC(=S)NCc1ccc(Cl)cc1	-8	4	-2.7	89	6	105	-5	-4	26	-13
Cc1cccc(OCC(=O)N/N=C/c2cc([N+](=O)[O-])ccc2N2CCOCC2)c1	.	2	-1.8	71	2	71	-2	-1	21	-49
O=C(NNS(=O)(=O)c1ccccc1)c1ccc(O)cc1	9	3	-0.7	100	-3	87	-7	1	7	-15
C=CCNC(=O)c1ccc(C)cc1Cl	.	4	0.7	105	2	103	2	0	12	-11

Whole records from above. Order of values: E-sel TNF inh | NPY Y2 blocker | MRP-1 activ | PTEN del growth | GALR2 antag | bCat KO growth | Phagocyt inh | Yeast life ext | Measles CPE | Yeast growth inh
C=CCNC(=O)c1ccc(C)cc1Cl in the list: . | 4 | 0.7 | 105 | 2 | 103 | 2 | 0 | 12 | -11
CCOc1ccc(OCCCCNCCN)cc1 in the list: 18 | 3 | 0.0 | 112 | -11 | 96 | -1 | -5 | 5 | -79

Additional records follow.
SMILES	E-sel TNF inh	NPY Y2 blocker	MRP-1 activ	PTEN del growth	GALR2 antag	bCat KO growth	Phagocyt inh	Yeast life ext	Measles CPE	Yeast growth inh
COC(=O)c1ccc(COC(=O)c2ccccn2)cc1	13	2	-3.4	91	6	92	2	-2	5	-11
O=C(CCSc1ccccc1Cl)Nc1cccc([N+](=O)[O-])c1	-16	2	0.1	86	6	96	5	-6	26	-60
CS(=O)(=O)c1ccc2nc(NC(=O)C3C4C=CC(C4)C3C(=O)O)sc2c1 (centres undefined)	-9	1	-2.2	100	5	100	-1	-13	18	4
CCNc1nc(SC)nc(N(C#N)CC(=O)OC)n1	1	0	1.3	96	0	98	0	-1	5	-42
O=C(NCCC1=CCCCC1)N[C@@H](Cc1ccccc1)C(=O)O	11	2	-1.9	91	6	98	0	1	12	20
Cn1cccc1/C=C1\SC(=S)N(NC(=O)c2ccccc2)C1=O	.	4	-3.1	93	7	84	-7	-3	27*	5
COc1ccc(CCNc2cc(C)nc3c(-c4ccc(Cl)cc4)cnn23)cc1OC	.	8	-1.6	61	-2	61	-6	-5	17	-31
CC(C)COc1ccc(-c2cc(C(=O)NN)[nH]n2)cc1	.	4	-1.9	75	11	76	-14	-6	4	15
Cc1onc(-c2ccccc2)c1C(=O)Nc1nc(-c2ccccc2)cs1	-9	-1	-1.0	77	-2	86	-1	-9	21	-67
Cc1ccc2nsnc2c1NC(=O)c1sc2ccccc2c1Cl	4	3	-0.8	69	5	48	-12	-2	14	-63
O=C(c1cccn(Cc2ccc(Cl)c(Cl)c2)c1=O)N1CCOCC1	4	-1	-0.1	96	13	96	.	-4	5	-26
Cc1cccc(CN2CCNC2=O)c1	-20	2	-2.2	91	1	94	.	-22	32	-1
COc1ccc(N2CCN(C(c3ccccc3)c3nnnn3Cc3ccc(F)cc3)CC2)cc1 (centres undefined)	10	2	-1.7	70	-5	90	-2	-3	5	-6
CCOC(=O)c1c(CN2CCCCC2)n(C)c2cc(Br)c(O)cc12	2	4	-1.5	74	0	64	0	1	5	-20
CCOC(=O)C1CCCN(C(=O)C(C)Oc2ccc(Cl)cc2Cl)C1 (centres undefined)	45	6	-1.0	96	-8	92	0	1	9	-56
Cc1ccc(C)c(N2CCN(CC(=O)Nc3ccc([N+](=O)[O-])cc3C(=O)Nc3ccccc3F)CC2)c1	11	0	-2.1	52	4	60	0	-5	23	-38
NS(=O)(=O)c1ccc(CCNC(=O)COC(=O)CCSc2ccc(Cl)cc2)cc1	.	8	-3.3	88	13	94	-6	3	6	-52
Cc1cc(-n2c(C)cc(C(=O)CSc3nnnn3-c3ccccc3)c2C)no1	.	2	-0.8	53	-7	41	-1	-15	4	4
Cc1noc(C)c1C(=O)N1CCc2ccccc2C1	13	2	-2.8	98	5	91	2	-9	5	-2
O=C(CCS(=O)(=O)Cc1ccccc1F)N1CCc2ccccc2C1	.	1	-1.5	106	-4	95	.	-1	12	-20

Rows are unselected (roughly 6.1% active in at least one column).
